Assay outcomes (PubChem)
HIF activator – HIF pathway transcriptional activation; U2OS HRE-luciferase reporter, luminescence; normalized: DMSO 0%, desferrioxamine 100%; activation, % at 7.5 µM (by protocol); 300,000 compounds, 0.32% hits;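 active means mean activation of at least 10% of the iron chelator positive control signal, with at least half of replicates also reaching 10%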
MrgX1 PAM – human MrgX1 positive allosteric modulation, primary screen; Q96LB2; MrgX1-HEK293, Fluo-4 calcium flux, FDSS; stronger effect = higher value; B-score at 10 µM; 310,000 compounds, 0.63% hits; AID 588675;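 active means plate-corrected calcium response at least 3 library SD above typical, normal starting fluorescence, not activating the receptor alone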;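 further: compound read alongside a low EC10 to EC30 dose of BAM8-22 agonist; peak minus trough fluorescence over baseline measured at the second addition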
Target sequence (Q96LB2 whole entry, looked up): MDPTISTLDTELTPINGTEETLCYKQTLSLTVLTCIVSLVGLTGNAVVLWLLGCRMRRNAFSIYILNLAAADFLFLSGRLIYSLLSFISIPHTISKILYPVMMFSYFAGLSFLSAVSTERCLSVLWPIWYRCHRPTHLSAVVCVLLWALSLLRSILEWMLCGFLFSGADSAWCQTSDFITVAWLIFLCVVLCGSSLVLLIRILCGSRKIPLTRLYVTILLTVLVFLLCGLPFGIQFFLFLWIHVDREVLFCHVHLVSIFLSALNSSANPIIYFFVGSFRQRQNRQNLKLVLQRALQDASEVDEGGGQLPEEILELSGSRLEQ
TRPC4 PAM – TRPC4 (mouse) allosteric potentiation. Q9QUQ5. HEK293 TRPC4beta/mu-opioid, DAMGO EC20, Fluo-4 Ca2+ flux; stronger effect = higher value. B-score at 10 µM. 310,000 compounds, 0.42% hits;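 active means B-score of calcium response area above 5 SD of library B-scores, with initial fluorescence ratio within 5 SD of library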;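 further: B-score of integrated fluorescence ratio over time as area under calcium response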
TRPC6 inhibitor – inhibitors of mouse TRPC6 channel. HEK293-TRPC6, membrane potential dye, ACh-evoked depolarization; stronger effect = lower value. 310,000 compounds, 1.1% hits. AID 2553. Q61143. B-score at 10 µM;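 active means B-score under library mean minus 3 SD, initial fluorescence not abnormally high, positive integrated signal ratio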;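 further: B-score derived from integrated fluorescence ratio over the kinetic read; more negative B-score means stronger inhibition of depolarization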
MrgX1 ag – agonists of human MrgX1 receptor | Q96LB2 | AID 588627 | MrgX1-HEK293 cells, Fluo-4 calcium fluorescence, agonist mode; stronger effect = higher value | 310,000 compounds, 0.44% hits | B-score at 10 µM;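 active means calcium response B-score plate-corrected fluorescence ratio at least 3 library SD, with starting fluorescence B-score inside 5 SD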
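Material: MrgX1-expressing HEK293 cells / Dosing: compound as first of three additions / Incubation: overnight seeding, then 1 h dark dye loading / Signal: Fluo-4 NW calcium fluorescence / Evaluation: B-scored fluorescence response ratio / Benchmarks: positive and negative control wells on each plate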
TRPC4 block – inhibitors of mouse TRPC4 channel | Q9QUQ5 | B-score at 10 µM | AID 2247 | 300,000 compounds, 0.39% hits | HEK293 TRPC4beta/mu-opioid, DAMGO-evoked Fluo4 calcium flux; stronger effect = lower value;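 active means B-score over 3 SD under the library average, no early fluorescence shift, positive overall ratio signal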
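material = TRPC4beta/mu-opioid receptor HEK293 cell line | probe or stimulus = sequential submaximal and maximal DAMGO stimulation | compound dosing = one concentration per compound | measured by = Fluo4 Ca2+ flux fluorescence | evaluation = integrated fluorescence ratio relative to baseline, converted to per-well B score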
AI-2 QS mod – modulates the Vibrio harveyi AI-2 quorum sensing system; Vibrio harveyi JMH597 AI-2 luminescence/OD600 ratio, 9 h; stronger effect = lower value; strain lacks LuxN and CqsS sensors; 0 = neutral-control median; activity change, % at 7.5 µM; 300,000 compounds, 0.4% hits; in the data active means activity change below about -75%, passing the limit was not always enough;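 further: luminescence divided by OD600 gain over 9 h not by final OD600 alone; inactives centre near 13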
TRPC6 activator – mouse TRPC6 channel activation; AID 2550; B-score at 10 µM; Q61143; HEK293-TRPC6 membrane potential dye fluorescence; stronger effect = higher value; 310,000 compounds, 0.13% hits;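 active means B-score of the integrated fluorescence ratio above library mean plus 3 SD, and starting fluorescence ratio within library mean plus 5 SD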;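 further: higher score means more depolarization so channel activation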
MrgX1 antag – antagonists of human MrgX1 receptor; Q96LB2; MRGX1-HEK293 calcium flux, Fluo-4, BAM8-22 antagonism; stronger effect = lower value; B-score at 10 µM; 310,000 compounds, 1.3% hits; AID 588676;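 active means calcium-response B-score plate-corrected more than 3 library SD below zero, starting fluorescence within 5 deviations, no agonist response on first addition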;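 further: peak minus trough fluorescence over baseline after final BAM8-22 challenge near maximal dose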
PolyA inh – blocks polyadenylation in yeast reporter cells; 300,000 compounds, 0.02% hits; calls only at 12 µM; AID 1875; S. cerevisiae SKY197-pL101 polyadenylation reporter, beta-gal luminescence; efflux-impaired pdr1/pdr3 knockout yeast; score 100 = 6 SD above DMSO;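 active means lowest replicate activity score at least 50, where 100 means six control SD above control mean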;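 further: yeast exposed to compound for 9 h at 30 °C; higher score means more reporter readthrough which indicates perturbed polyadenylation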
TRPC4 agonist – TRPC4 (mouse) channel activation. 310,000 compounds, 0.49% hits. HEK293 TRPC4beta/mu-opioid, Fluo4 calcium fluorescence; stronger effect = higher value. Q9QUQ5. AID 2237. B-score at 10 µM;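 active means B-score above 5 SD of library B-scores, and initial fluorescence ratio not above library mean plus 5 SD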;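 further: positive B-score marks a calcium rise read as TRPC4 activation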
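System: HEK293 cells stably co-expressing mouse TRPC4beta and mu-opioid receptor; Schedule: Fluo4 dye loading 45 min at room temperature, 110 s recording; Detection: Fluo4 fluorescence, kinetic; Evaluation: B-scored integrated calcium fluorescence ratio; Controls: buffer (low) and maximal DAMGO (high).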
An asterisk follows results filed as active; i = inactive; . = no result given.

SMILES	HIF activator	MrgX1 PAM	TRPC4 PAM	TRPC6 inhibitor	MrgX1 ag	TRPC4 block	AI-2 QS mod	TRPC6 activator	MrgX1 antag	PolyA inh	TRPC4 agonist
C=CCN1CCc2c(cc(O)c(O)c2Br)[C@@H](c2ccccc2)C1	-0.4	i	i	i	i	i	18	i	i	i	i
O=C1NC(=Nc2ccccc2)CS1	0.0	i	i	i	i	i	-2	i	i	i	i
O=S(=O)(N/N=C\c1cccnc1)c1ccccc1	-0.1	i	i	i	i	i	26	i	i	i	i
Cc1nn(Cc2c(Cl)cccc2Cl)c(Cl)c1/C=C/C(=O)OCC(=O)NCC(F)(F)F	-0.5	i	i	i	i	i	12	i	i	i	i
Fc1ccc(C2=Nn3c(Cc4ccccc4)nnc3SC2)cc1	-0.6	i	i	i	i	i	9	i	i	i	i
CCc1ccc2[nH]c(C(=O)Nc3ccc(F)cc3Br)cc2c1	-0.6	i	i	i	i	i	11	i	i	i	i
Cc1ccc(NC(=O)CN2CCC(Cc3ccccc3)CC2)cc1S(=O)(=O)N(C)C	0.9	i	i	i	i	i	39	i	i	i	i
O=C1CC2C(CC(OC(=O)c3ccc(-c4ccccc4)cc3)C2CO)O1 (stereo not given)	2.4	i	i	i	i	i	16	i	i	i	i
COc1ccc(NC2=C(C(C)=O)C(c3ccc(N(C)C)cc3)C(C(C)=O)C(C)(O)C2)cc1 (stereo not given)	0.7	i	i	i	i	i	15	i	i	i	i
N#CC1=C(Nc2ccccc2)SC=C(c2ccccc2)N=C1N1CCOCC1	0.1	.	i	i	.	i	7	i	.	i	i
CC(C)(C)c1cc(C(=O)N/N=C/c2ccc(-c3ccccc3[N+](=O)[O-])o2)n[nH]1	2.3	i	i	i	i	i	58	i	i	i	i
O=C(O)c1ccc(CSc2nnc(COc3ccc(Cl)cc3Cl)o2)cc1	0.1	i	i	i	i	i	45	i	i	i	i
COc1ccc(C2C(C(=O)Nc3ccccc3OC)=C(C)Nc3nnnn32)c(OC)c1 (stereo not given)	-0.2	i	i	i	i	i	19	i	i	i	i
COc1cc(C2OCC3C(c4cc(OC)c(OC)c(OC)c4)OCC23)cc(OC)c1OC (stereo not given)	-0.1	i	i	i	i	i	10	i	i	i	i
CN(C)c1ccc(/C=N/NC(=O)c2cc(-c3ccc4c(c3)OCO4)n[nH]2)cc1	2.8	i	i	i	i	i	24	i	i	i	i
COC(=O)c1ccc(C)c(NC(=O)CCSc2ccc(Cl)cc2)c1	0.8	i	i	i	i	i	14	i	i	i	i
CC(CCc1ccccc1)NCc1cccc2ccccc12 (stereo not given)	-0.2	i	i	-7.4*	i	i	12	i	i	i	i
O=C(/C=C\Nc1ccccn1)c1ccccc1	-2.4	i	i	i	i	i	23	i	i	i	i
O=C(NCc1ccco1)c1cccc2c1C(=O)N(C1CCCCC1)C2	-0.4	i	i	i	i	i	16	i	i	i	i
Cc1cc(=O)oc(C)c1C(=O)NCCN1CCOCC1	-0.5	i	i	i	i	i	-2	i	i	i	i
NCCSC1CC(=O)N(Cc2ccc(F)cc2)C1=O (stereo not given)	-0.1	i	i	i	i	i	20	i	i	i	i
COc1ccccc1N1CCN(C(=O)CN(c2cc(C)cc(C)c2)S(C)(=O)=O)CC1	-0.4	i	i	i	i	i	9	i	i	i	i
CC1(c2ccccc2)NC(=O)N(CC(=O)Nc2ccccc2C(=O)N2CCCCC2)C1=O (stereo not given)	-0.1	i	i	i	i	i	13	i	i	i	i
COc1ccc(N(C(=O)c2ccco2)C(C(=O)NC2CCCCC2)c2ccccc2)cc1 (stereo not given)	-0.1	i	i	i	i	i	8	i	i	i	i
COc1ccc(C(=O)NC2CCCCCC2)cc1S(=O)(=O)N1CCOCC1	0.0	i	i	i	i	i	7	i	i	i	i

Reprinted at random: three compounds from above, in no set order.
SMILES	HIF activator	MrgX1 PAM	TRPC4 PAM	TRPC6 inhibitor	MrgX1 ag	TRPC4 block	AI-2 QS mod	TRPC6 activator	MrgX1 antag	PolyA inh	TRPC4 agonist
O=C(O)c1ccc(CSc2nnc(COc3ccc(Cl)cc3Cl)o2)cc1	0.1	i	i	i	i	i	45	i	i	i	i
COc1cc(C2OCC3C(c4cc(OC)c(OC)c(OC)c4)OCC23)cc(OC)c1OC (stereo not given)	-0.1	i	i	i	i	i	10	i	i	i	i
O=C1CC2C(CC(OC(=O)c3ccc(-c4ccccc4)cc3)C2CO)O1 (stereo not given)	2.4	i	i	i	i	i	16	i	i	i	i

Other compounds.
SMILES	HIF activator	MrgX1 PAM	TRPC4 PAM	TRPC6 inhibitor	MrgX1 ag	TRPC4 block	AI-2 QS mod	TRPC6 activator	MrgX1 antag	PolyA inh	TRPC4 agonist
NC(=O)CC(NC(=O)c1cccc(Br)c1)c1ccc(NC2CCCCCCC2)c([N+](=O)[O-])c1 (stereo not given)	0.6	i	i	i	i	i	7	i	i	i	i
O=C(c1ccccc1)c1ccc(OCC(O)CN2CCOCC2)cc1 (stereo not given)	0.8	i	i	i	i	i	1	i	i	i	i
CC1CCN(S(=O)(=O)c2ccc(C(=O)N(C)C3CCS(=O)(=O)C3)cc2)CC1 (stereo not given)	-0.2	i	i	i	i	i	6	i	i	i	i
Cc1ccccc1N(CC(=O)N/N=C/c1ccc(Cl)cc1)C(=O)c1ccccc1	0.2	i	i	i	i	i	8	i	i	i	i
Cc1ccc(CCNC(=O)CN2C(=O)COc3ccccc32)cc1	.	i	i	i	i	i	23	i	i	i	i
Cc1cccc(NC(=O)/C(=C\c2ccco2)NC(=O)c2ccccc2)c1	-0.7	i	i	i	i	i	21	i	i	i	i
Cc1ccc(C(=O)O)cc1NC(=S)NC(=O)c1ccc(-c2ccccc2)cc1	1.6	i	i	i	i	i	29	i	i	i	i
CCN(CC)S(=O)(=O)c1ccc2oc(C(=O)Nc3ccc(OC)cc3OC)c(C)c2c1	0.2	i	i	i	i	i	.	i	i	i	i
O=C(N/N=C/c1ccco1)C12CC3CC(CC(C3)C1)C2	0.2	i	i	i	i	i	4	i	i	i	i
Cc1ccc(NC2=C(Cl)C(=O)OC2OC(=O)c2ccccc2)c(C)c1 (stereo not given)	0.1	i	i	i	i	i	28	i	i	i	i
C=CCN1CCN(C(=O)c2ccc3c(c2)OCO3)CC1	-0.1	i	i	i	i	i	11	i	i	i	i
COc1ccc(NC(=O)CN(C)C(=O)c2c(C)nn(-c3ccccc3)c2Cl)cc1	0.2	i	i	i	i	i	20	i	i	i	i
Cc1nc(NS(=O)(=O)c2cccc([N+](=O)[O-])c2)sc1C(C)(C)C	0.0	i	i	i	i	i	39	i	i	i	i
COc1ccc(C(=O)Nc2ncc(C)s2)cc1S(=O)(=O)N1CCCC1	0.1	i	i	i	i	i	7	i	i	i	i
COCCCN(Cc1ccccn1)S(=O)(=O)Cc1ccccc1	.	i	i	i	i	i	3	i	i	.	i
CCC(C)n1c(SCc2ccc([N+](=O)[O-])cc2)nc2ccsc2c1=O (stereo not given)	-0.6	i	i	i	i	i	30	i	i	i	i
CCOC(=O)N1CCN(C(=O)c2ccccc2NC(=O)COc2ccccc2C)CC1	0.2	i	i	i	i	i	12	i	i	i	i
COC(=O)c1ccccc1NC(=S)NC(=O)COc1ccc(C(C)C)cc1	0.0	i	i	i	i	i	13	i	i	i	i
COc1ccc(S(=O)(=O)N2CCCCC2C(=O)O)cc1OC (stereo not given)	-0.2	i	i	i	i	i	18	i	i	i	i
CC(=O)Nc1ccc(S(=O)(=O)N(C)C2CCN(C)CC2)cc1	-3.4	i	i	i	i	i	.	i	i	i	i
COc1ccc(-c2nn3c(=O)c(C)nnc3s2)cc1	0.8	i	i	i	i	i	29	i	i	i	i
Cc1ccc(C2(c3noc(CN(C)CCCN4CCOCC4)n3)CCCC2)cc1	-0.2	i	i	i	i	i	15	i	i	i	i
O=C1CCN(Cc2ccccc2)CCN1[C@H](COc1ccccc1)Cc1ccccc1	-0.3	i	i	i	i	.	8	i	i	i	65*
O=C(COc1ccc(Cl)cc1)Nc1c(-c2cccs2)nc2ccccn12	-0.1	i	i	i	i	i	8	i	i	i	i
NC(=O)NCC1CC1	-0.5	i	i	i	i	i	-13	i	i	i	i
Additional structures.
SMILES	HIF activator	MrgX1 PAM	TRPC4 PAM	TRPC6 inhibitor	MrgX1 ag	TRPC4 block	AI-2 QS mod	TRPC6 activator	MrgX1 antag	PolyA inh	TRPC4 agonist
Cc1cccc(S(=O)(=O)NCCC(=O)OCC(=O)Nc2ccc(C#N)cc2)c1	0.0	i	i	i	i	i	-1	i	i	i	i
COc1ccc(OC)c(/C=C(\NC(=O)c2ccccc2)C(=O)N/N=C/c2ccc(C)s2)c1	0.4	i	i	i	i	i	2	i	i	i	i
CSc1nc(NCCCN(C)C)c2c3c(sc2n1)CN(C)CC3	2.7	i	i	-7.8*	i	i	15	i	i	i	i
O=C(Nc1ccccc1C(=O)N1CCCCC1)c1cc(F)c(F)cc1Cl	0.0	i	i	i	i	i	21	i	i	i	i
CN1CCN(C(=O)CCc2ncc(C(F)(F)F)cc2Cl)CC1	-0.2	i	i	i	i	i	7	i	i	i	i
c1ccc(CCn2nnnc2C(c2cccnc2)N2CCOCC2)cc1 (stereo not given)	-0.4	i	i	i	i	i	8	i	i	i	i
O=C(CCC1CCCCC1)NCCN1C2=NC[C@H](Cc3ccccc3)N2C[C@H]1Cc1ccc(O)cc1	0.2	i	i	i	i	i	15	i	i	i	i
COCCN1CCN(c2c(C)c(C)nc3cc(-c4cccc(OC)c4)nn23)CC1	2.0	i	i	i	i	i	9	i	i	i	48*
CC(C)Oc1ccc(C(CC(=O)O)NC(=O)CSc2ncn[nH]2)cc1 (stereo not given)	-0.4	i	i	i	i	i	4	i	i	i	i
COc1ccc(NC(=O)N2CCCCCC2)cc1OC	-0.4	i	i	i	i	i	6	i	i	i	i
CC(C)(C)c1cc(P(=O)(c2ccccc2)c2ccccc2)ccc1O	0.2	i	i	i	i	i	21	i	i	i	i
COc1ccc(/C=C(\C#N)C(=O)NC2CCS(=O)(=O)C2)cc1OC (stereo not given)	0.1	i	i	i	i	i	17	i	i	i	i
Cc1ccc(F)cc1NC(=O)CCc1c(C)[nH]c(=O)c(C#N)c1C	-0.7	i	i	i	i	i	19	i	i	i	i

An excerpt; rates above refer to the full screens.
